High-throughput results: PubChem BioAssay, National Center for Advancing Translational Sciences (NCATS)
FLuc modulator = qHTS profiling assay for firefly luciferase inhibitor/activator using purifed enzyme and Km concentrations of substrates (counterscreen for miR-21 project) | purified FLuc, Km substrates, luminescence inhibition | hit rate 6.9% among 360,000 | Potency, µM (titrated, usually from 57.5 µM), for the others: at the highest dose activity change, negative = inhibition, usual class: inhibitors;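 further: potency means the concentration at half of the fitted maximal effect; plate controls were vehicle for no effect and reference inhibitor for full effect; nearly all actives have a fitted effect of over 55% in size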
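Purified P. pyralis luciferase, 10 nM final, with Km-level 10 uM D-luciferin and 10 uM ATP in 50 mM Tris acetate pH 7.5, 10 mM Mg acetate, 0.01% Tween-20, 0.05% BSA; 6-point qHTS titration about 60 µM downward; luminescence read.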
RORg inh = qHTS for inhibitors of ROR gamma transcriptional activity; hit rate 5.4% among 310,000; Drosophila S2 Gal4-RORgamma UAS-luciferase reporter, 20 h; Potency, µM (titrated, usually from 53.6 µM), for the others: top-dose activity change, negative = inhibition, hits mostly inhibitors; Nuclear receptor ROR-gamma (Mus musculus), P51450; further: potency means the concentration at half of the fitted maximal effect; on the % scale 0 is the no-effect control and ±100 the full control effect; nearly all actives have a fitted effect of over 60% in size
Target sequence (P51450 whole entry, looked up, the tested form may be a part): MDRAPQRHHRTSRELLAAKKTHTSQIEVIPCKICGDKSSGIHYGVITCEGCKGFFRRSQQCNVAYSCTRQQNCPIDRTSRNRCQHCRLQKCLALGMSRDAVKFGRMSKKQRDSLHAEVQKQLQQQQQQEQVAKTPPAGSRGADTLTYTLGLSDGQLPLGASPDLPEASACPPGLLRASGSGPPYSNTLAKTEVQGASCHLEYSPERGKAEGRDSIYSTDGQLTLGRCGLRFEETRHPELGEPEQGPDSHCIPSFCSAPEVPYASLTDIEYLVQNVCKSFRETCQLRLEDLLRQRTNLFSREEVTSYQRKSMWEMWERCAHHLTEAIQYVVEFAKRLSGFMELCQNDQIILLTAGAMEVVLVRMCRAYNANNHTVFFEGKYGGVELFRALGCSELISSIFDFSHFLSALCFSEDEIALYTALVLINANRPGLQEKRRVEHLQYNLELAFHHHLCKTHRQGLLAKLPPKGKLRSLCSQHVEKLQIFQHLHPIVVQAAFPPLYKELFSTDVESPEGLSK
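Using a luciferase readout, inhibitors were identified by reduced reporter activity in Drosophila cells coexpressing a copper-inducible Gal4–ROR gamma fusion and UAS-driven Photinus luciferase, incubated 20 hr after 700 uM copper sulfate.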
Gal4-VP16 FLuc = VP16 counterscreen qHTS for inhibitors of ROR gamma transcriptional activity. Drosophila S2 Gal4-VP16 UAS-luciferase, luminescence, 20 h. Potency, µM (doses to about 53.6 µM), for inactives: at the highest dose activity, negative = inhibition, actives largely listed as inhibitors. hit rate 3.5% among 310,000;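 further: Gal4-VP16 expression switched on by copper sulfate through the metallothionein promoter; potency means the concentration at half of the fitted maximal effect; on the % scale 0 is the no-effect control and ±100 the full control effect; nearly all actives have a fitted effect of over 50% in size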
KCNH2 3.1 inh = qHTS for Inhibitors of KCHN2 3.1: Mutant qHTS | Potassium voltage-gated channel subfamily H member 2, brain isoform KCNH2 3.1 (human) | U2OS KCNH2 3.1, thallium flux FluxOr; hits give low values | activity change, % (tested at about 1.8 µM) | hit rate 0.95% among 340,000 | AID 720553, 2013;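 active means maximum activity change below -70%; inconclusive means maximum activity change from -70% to -50%; inactive means maximum activity change above -50%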;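 further: thallium influx rate constant from kinetic fluorescence after stimulation buffer; on the % scale 0 is the no-effect control and ±100 the full control effect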
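Normalized rate constant (relative to positive and negative DMSO controls) derived from a 2 min kinetic fluorescence read after stimulation; U2OS cells expressing the 3.1 isoform via virus at 1.77 x 10^8 /mL.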
Mito fusion act = qHTS Assay for Small Molecule Inhibitors of Mitochondrial Division or Activators of Mitochondrial Fusion | S. cerevisiae fusion-defective mutant growth rescue, CellTiterGlo 48 h | Potency, µM (doses to about 46.1 µM), without a hit: at the top dose growth rescue (activation), hits mostly activators | hit rate 0.23% among 320,000 | AID 485298, 2010;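 further: potency means the concentration at half of the fitted maximal effect; % of control where 0% means no effect; nearly all actives have a fitted effect of over 45% in size; temperature-sensitive fusion mutants such as fzo1-1 at 37 °C on non-fermentable ethanol glycerol medium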
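Temperature-sensitive fusion-defective S. cerevisiae (e.g. fzo1-1, mgm1-5) were grown with compound in YPEG medium (3% ethanol, 3% glycerol) for 48 hours at 37C. Growth rescue was measured as viability by CellTiterGlo luminescence after 10 minutes at ambient.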
PKM2 activator = qHTS Assay for Activators of Human Muscle isoform 2 Pyruvate Kinase; hit rate 0.34% among 260,000; Pyruvate kinase PKM (Homo sapiens), P14618; purified PKM2, Kinase-Glo ATP luminescence, activation; response scale: 0% is enzyme alone, no compound; Potency, µM (series often up to 57.5 µM), without a hit: at the highest dose activation, hits mostly activators; further: potency means the concentration at half of the fitted maximal effect; on the % scale 0 is the no-effect control and ±100 the full control effect; nearly all actives have a fitted effect of over 55% in size
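ATP formation by purified human PK-M2, quantified via coupled luciferase luminescence after 1 h at room temperature with 0.1 mM ADP and 0.5 mM PEP final.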
ELG1 repair inh = qHTS screen for small molecules that inhibit ELG1-dependent DNA repair in human embryonic kidney (HEK293T) cells expressing luciferase-tagged ELG1. HEK293T ELG1-luciferase reporter, luminescence, 16 h; DNA damage induced by 5-fluorouridine. Potency, µM (top dose mostly 46.1 µM), for the others: at the top dose activity change, negative = inhibition, hits mostly inhibitors. hit rate 2.3% among 330,000. AID 504467, 2011; further: potency means the concentration at half of the fitted maximal effect; on the % scale 0 is the no-effect control and ±100 the full control effect; nearly all actives have a fitted effect of over 55% in size
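Luminescence from the luciferase reporter, measured 30 min after ONE-Glo reagent at room temperature, was the read-out. Beforehand, 2,000 cells per well were exposed for 16 hr at 37 °C to 5-fluorouridine together with compound or vehicle.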
NPC1 promoter act = qHTS Assay for NPC1 Promoter Activators. Huh7 NPC1 promoter luciferase reporter, 24 h. Potency, µM (titrated, usually from 9.22 µM), inactives show at the highest dose activation, usual class: activators. hit rate 2.4% among 320,000. AID 485313, 2010;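 further: potency means the concentration at half of the fitted maximal effect; % of control where 0% means no effect; nearly all actives have a fitted effect of over 60% in size; reporter is driven by a mutant NPC1 promoter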
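Stable NPC1-promoter luciferase Huh7 line; cpd (DMSO) 24 h, 37 °C, 5% CO2; Amplite luciferase reagent 10 min RT; luminescence readout. qHTS format.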
Rab9 promoter act = qHTS Assay for Rab9 Promoter Activators. Huh7 Rab9 promoter-luciferase reporter, luminescence, 24 h. Potency, µM (titrated, usually from 9.22 µM), for the others: top-dose activation, negative = inhibition, usual class: activators. hit rate 2.8% among 320,000. AID 485297, 2010; further: potency means the concentration at half of the fitted maximal effect; % of control where 0% means no effect; nearly all actives have a fitted effect of over 60% in size
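Huh7 reporter line, Rab9 promoter upstream of luciferase. Compound exposure 24 h at 37 °C in reduced-serum medium with 10% FBS. Read-out: luminescence.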
MBNL1 CUG block = qHTS Assay for Inhibitors of MBNL1-poly(CUG) RNA binding; Potency, µM (doses to about 57.5 µM), without a hit: at the top dose activity change, negative = inhibition, hits mostly inhibitors; TR-FRET MBNL1-His/biotin-(CUG)12 binding, 665/545 ratio; hit rate 0.036% among 280,000; Muscleblind-like protein 1 (Homo sapiens), Q9NR56; AID 2675, 2010; active means well fitted inhibition curve with a large enough effect in the signal ratio, with a control signal flat, not every such curve was filed as active; inconclusive means small, poorly fitted or top-dose-only effect, or effect the other way, or a change in a side signal; inactive means no such curve, though single readings can be large or run the other way; the % refers to the signal ratio; further: potency means the concentration at half of the fitted maximal effect; on the % scale 0 is the no-effect control and ±100 the full control effect
Target sequence (Q9NR56 whole entry, looked up): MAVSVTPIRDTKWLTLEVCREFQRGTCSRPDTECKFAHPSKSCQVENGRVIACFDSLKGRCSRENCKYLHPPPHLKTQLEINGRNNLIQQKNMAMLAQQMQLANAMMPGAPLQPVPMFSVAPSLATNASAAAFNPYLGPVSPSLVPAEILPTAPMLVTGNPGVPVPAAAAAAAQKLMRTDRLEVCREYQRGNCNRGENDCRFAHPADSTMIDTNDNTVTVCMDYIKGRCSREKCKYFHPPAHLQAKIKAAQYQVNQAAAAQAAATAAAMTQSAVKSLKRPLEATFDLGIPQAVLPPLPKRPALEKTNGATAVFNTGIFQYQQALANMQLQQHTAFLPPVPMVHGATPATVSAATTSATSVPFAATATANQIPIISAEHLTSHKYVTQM
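Compounds (final 92 nM to 58 uM) are added to His-tagged MBNL1 and biotin-(CUG)12, then terbium anti-His antibody and streptavidin-XL665 (5 nM final). After 60 min at room temperature, the 665/545 nm ratio is read.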
Menin-MLL TR inh = qHTS Assay for Inhibitors Targeting the Menin-MLL Interaction in MLL Related Leukemias: Competition With Texas Red Labeled MLL-derived Mutant Peptide. Menin + Texas Red MLL mutant peptide, fluorescence polarization. Potency, µM (top dose mostly 61.6 µM), for inactives: at the highest dose FP activity change, negative = inhibition, hits mostly inhibitors. hit rate 0.23% among 270,000. AID 1768, 2009; active means well fitted inhibition curve with a large enough effect in the polarisation, with a control signal flat, not every such curve was filed as active; inconclusive means small, poorly fitted or top-dose-only effect, or effect the other way, or a change in a side signal; inactive means no such curve, though single readings can be large or run the other way; the % refers to the polarisation; further: potency means the concentration at half of the fitted maximal effect; % of control where 0% means no effect; many of its hits are not listed in these tables
The depositor's hits bear a star; ? = inconclusive; nt = no result given; [ ] = remark or other dose. Unless noted, the call rests on the fitted dose curve; in most records, active means well fitted curve in the direction sought with a large enough effect; inconclusive means small, poorly fitted or top-dose-only effect, or another doubt; inactive means no such curve, though single readings can be large; an effect the other way counts as inactive or inconclusive. A portion of the library; rates above refer to the full screens.

The line under a structure holds: FLuc modulator | RORg inh | Gal4-VP16 FLuc | KCNH2 3.1 inh | Mito fusion act | PKM2 activator | ELG1 repair inh | NPC1 promoter act | Rab9 promoter act | MBNL1 CUG block | Menin-MLL TR inh
CCOC(=O)CCc1c(C(=O)OCC)[nH]c(CC)c1C(=O)OCc1ccccc1
→ 3% | 4% | -17% | -14 | 5% | -1% | ? | -2% | -4% | -7% | nt
CC1(C)C2CCC1(C)C(OC(=O)CC(=O)O)C2 (centres undefined)
→ 5% | -6% | -12% | 6 | 2% | -3% | 5% | 2% | 1% | 1% | 7%
Cc1cccc2cc(CN(CCN3CCOCC3)C(=O)Nc3ccccc3F)c(=O)[nH]c12
→ -6% | 8% | -6% | -1 | -1% | -17% | 3.3µM* | 4% | 0% | -6% | -12%
COC(=O)c1oc2ccc(Br)cc2c1NC(=O)CCCN1C(=O)c2ccccc2C1=O
→ 1% | 12% | 7% | -10 | -1% | -14% | ? | -1% | -2% | -8% | 1%
COc1cccc(Cn2nnc(C(=O)Nc3ccc(C)cc3)c2N)c1
→ -12% | 7% | -3% | 8 | 2% | -4% | ? | 21% | 22% | 5% | -2%[11.7 µM]
Cc1ccc(N/C=C2/Sc3ccccc3NC2=O)cc1
→ 1.9µM* | -15% | ? | 0 | 1% | 2% | ? | ? | 3.2µM* | 0% | ?
CON/C=C(\C=Nc1ccc(C(F)(F)F)cc1)c1ncc(C(F)(F)F)cc1Cl
→ 4% | 5% | -2% | 1 | -1% | 2% | -9% | 19% | -1% | -1% | -15%
c1ccc(COc2nsnc2N2CCOCC2)cc1
→ 2% | 6% | -1% | -4 | 6% | 1% | ? | 1% | 2% | 4% | 4%[11.7 µM]
COc1cc(C2=NOC(C(=O)N3CCCCCC3)C2)cc(OC)c1OC (centres undefined)
→ 1% | 2% | 2% | -2 | 0% | 0% | 7.3µM* | 2% | -5% | 7% | -21%
O=C(CSc1nnc(-c2ccc(Br)cc2)n1CCc1ccccc1)NC1CCS(=O)(=O)C1 (centres undefined)
→ 0% | 7% | 1% | -7 | -1% | -1% | -18% | -6% | -1% | -26% | 5%
O=C(c1ccc(OC2CCN(C(=O)C3CC3)CC2)cc1)N(CCO)Cc1ccccc1
→ 6% | 38% | -6% | -1 | -8% | -2% | 14% | 1% | -4% | 3% | nt
COc1ccc2c(c1)-c1c(sn(-c3ccccc3)c1=S)C(C)(C)N2
→ -3% | ? | -19% | -2 | ? | 0% | -4% | -2% | -13% | 8% | ?
Cc1nnc(SCC(=O)N(C(C)C)C(C)C)nc1C
→ 1% | -16% | -8% | 1 | -2% | 3% | -1% | 2% | -2% | 4% | 0%
COC(=O)c1ccc(OCC(O)CN2C(=O)c3ccccc3C2=O)cc1 (centres undefined)
→ 1% | 31% | 9% | 11 | 5% | nt | 21% | -3% | -2% | 8% | -13%
COc1ccc(C2c3c(ccc4ccccc34)Oc3ncn4nc(Cc5ccc(OC)c(OC)c5)nc4c32)cc1 (centres undefined)
→ 2% | -11% | -2% | nt | 1% | -15% | -1% | -8% | -6% | -1% | -13%
CCCn1nnnc1SCC(=O)NCc1ccc2c(c1)OCO2
→ -1% | 7%[10 µM] | 0% | 8 | -1% | -9% | 1% | 0% | -2% | 19% | 4%

Two records picked at random from those above, as already listed:
The line under a structure holds: FLuc modulator | RORg inh | Gal4-VP16 FLuc | KCNH2 3.1 inh | Mito fusion act | PKM2 activator | ELG1 repair inh | NPC1 promoter act | Rab9 promoter act | MBNL1 CUG block | Menin-MLL TR inh
c1ccc(COc2nsnc2N2CCOCC2)cc1
→ 2% | 6% | -1% | -4 | 6% | 1% | ? | 1% | 2% | 4% | 4%[11.7 µM]
COC(=O)c1ccc(OCC(O)CN2C(=O)c3ccccc3C2=O)cc1 (centres undefined)
→ 1% | 31% | 9% | 11 | 5% | nt | 21% | -3% | -2% | 8% | -13%

Already shown: 4 of the compounds above.
The line under a structure holds: FLuc modulator | RORg inh | Gal4-VP16 FLuc | KCNH2 3.1 inh | Mito fusion act | PKM2 activator | ELG1 repair inh | NPC1 promoter act | Rab9 promoter act | MBNL1 CUG block | Menin-MLL TR inh
CCOC(=O)CCc1c(C(=O)OCC)[nH]c(CC)c1C(=O)OCc1ccccc1
→ 3% | 4% | -17% | -14 | 5% | -1% | ? | -2% | -4% | -7% | nt
CC1(C)C2CCC1(C)C(OC(=O)CC(=O)O)C2 (centres undefined)
→ 5% | -6% | -12% | 6 | 2% | -3% | 5% | 2% | 1% | 1% | 7%
Cc1cccc2cc(CN(CCN3CCOCC3)C(=O)Nc3ccccc3F)c(=O)[nH]c12
→ -6% | 8% | -6% | -1 | -1% | -17% | 3.3µM* | 4% | 0% | -6% | -12%
COC(=O)c1oc2ccc(Br)cc2c1NC(=O)CCCN1C(=O)c2ccccc2C1=O
→ 1% | 12% | 7% | -10 | -1% | -14% | ? | -1% | -2% | -8% | 1%
